Screens deposited in PubChem BioAssay by National Center for Advancing Translational Sciences (NCATS).
PI5P4K alpha inh: inhibitors of human PI5P4K alpha. P48426. PI5P4Kalpha enzyme, ADP-Glo luminescence, 60 min; hits give low values. max response, %. 330,000 compounds, 1.2% hits. AID 652105; active = max response of -50% or lower; inconclusive = between -30% and -50%; inactive = -30% or higher; note: value at the top dose of about 77 µM; % is set by controls: 0 for no effect and ±100 for the full control effect
Target sequence (P48426 whole entry, looked up): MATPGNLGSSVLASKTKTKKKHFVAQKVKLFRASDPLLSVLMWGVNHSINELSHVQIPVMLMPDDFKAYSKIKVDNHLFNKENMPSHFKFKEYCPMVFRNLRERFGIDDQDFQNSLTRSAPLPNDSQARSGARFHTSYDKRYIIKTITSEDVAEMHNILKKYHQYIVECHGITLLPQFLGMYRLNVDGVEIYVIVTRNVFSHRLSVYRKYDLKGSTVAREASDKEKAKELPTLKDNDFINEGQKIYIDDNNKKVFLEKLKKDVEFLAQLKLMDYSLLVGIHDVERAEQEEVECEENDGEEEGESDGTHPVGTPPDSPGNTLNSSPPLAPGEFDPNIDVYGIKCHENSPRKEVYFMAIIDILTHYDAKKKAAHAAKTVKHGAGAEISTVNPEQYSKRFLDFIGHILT
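ADP-Glo luminescence end-point read after a 60 min room-temperature kinase reaction of PI5P4Kalpha plus substrate, initiated with ATP at 5 microM final. Buffer: 0.038 M HEPES pH 7.4, EGTA, 0.1% CHAPS, 5% DMSO.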
PTHR1 ag: PTHR1 (human) receptor agonism; HEK293 GP2 PTHR1 cells, GloSensor cAMP luminescence, 1 h; 410,000 compounds, 0.075% hits; Potency, µM (titrated, usually from 115 µM), for inactives: at the highest dose activation, most hits filed as activators; Q03431; note: potency is the fitted concentration of half-maximal effect; nearly all actives have a fitted effect of over 55% in size; some results filed as inactive show a strong effect at the top dose; inactives centre near -15; many of its hits are not listed in these tables
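HEK-293-derived GP2 cells expressing PTHR1 and a GloSensor cAMP reporter, 3,000/well, plated overnight, given luciferin plus IBMX (each 0.5 mM as added) for 1 h at 37 °C, then compound for 1 h at 37 °C. Luminescence was read after 15 min at room temperature.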
PLK1 PBD block: PLK1 (human) polo-box domain binding inhibition; Potency, µM, for inactives: max response, negative = inhibition, actives largely listed as inhibitors; 360,000 compounds, 2.8% hits; P53350; Plk1 PBD binding of FITC phosphopeptide, fluorescence polarization; AID 720504; note: potency is the fitted concentration of half-maximal effect; series mostly up to about 57 µM; % is set by controls: 0 for no effect and ±100 for the full control effect; nearly all actives have a fitted effect of over 65% in size
Target sequence (P53350 whole entry, looked up, the tested form may be a part): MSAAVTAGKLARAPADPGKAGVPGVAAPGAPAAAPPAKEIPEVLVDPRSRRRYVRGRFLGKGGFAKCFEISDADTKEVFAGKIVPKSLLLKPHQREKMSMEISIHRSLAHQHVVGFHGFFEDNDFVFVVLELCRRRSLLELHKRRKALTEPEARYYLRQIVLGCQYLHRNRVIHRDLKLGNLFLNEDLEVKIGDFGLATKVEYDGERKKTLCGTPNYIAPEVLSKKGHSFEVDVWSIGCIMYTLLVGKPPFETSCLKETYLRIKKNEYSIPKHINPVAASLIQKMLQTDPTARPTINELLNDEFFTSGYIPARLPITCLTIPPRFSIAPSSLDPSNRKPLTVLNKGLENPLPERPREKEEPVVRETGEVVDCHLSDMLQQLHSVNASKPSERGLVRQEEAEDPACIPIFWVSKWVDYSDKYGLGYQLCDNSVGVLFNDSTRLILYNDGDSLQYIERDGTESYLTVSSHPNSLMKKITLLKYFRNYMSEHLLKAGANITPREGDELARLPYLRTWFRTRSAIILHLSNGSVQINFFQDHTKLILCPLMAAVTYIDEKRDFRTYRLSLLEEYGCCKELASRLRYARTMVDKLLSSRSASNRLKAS
EPAC1 agonist: EPAC1 (human) agonism. O95398. Potency, µM (highest dose often 154 µM), without a hit: top-dose activation, actives largely listed as activators. EPAC1 agonist qHTS, biochemical assay; response scale: 100% = response to 6.5 mM cAMP. AID 720707. 360,000 compounds, 0.073% hits; note: potency is the fitted concentration of half-maximal effect; nearly all actives have a fitted effect of over 60% in size
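Nucleotide exchange assay: 100 nM EPAC1 with 250 nM Rap1B loaded with BODIPY-GDP and 50 uM GDP, room temperature. Fluorescence (480/540 nm) read every 5 min for 30 min; signal change normalized to 6.5 mM cAMP as full agonist.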
GLP-1R inv ag: GLP-1 receptor (human) inverse agonism. HEK293 GLP-1R CRE-luciferase, luminescence, 24 h; GLP-1R form is constitutively active. Potency, µM (highest dose often 38.3 µM), for inactives: top-dose activity change, negative = inhibition, hits mostly inhibitors. 410,000 compounds, 1.6% hits; note: potency is the fitted concentration of half-maximal effect; % is set by controls: 0 for no effect and ±100 for the full control effect; nearly all actives have a fitted effect of over 55% in size
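Stable HEK293 clone (constitutively active GLP-1R + cAMP-response luciferase); 200 cells/uL plated, 12 h pre-culture, compound 24 hr, 37 deg C/5% CO2; detection reagent 12 min RT; luminescence.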
EPAC1 antagonist: antagonists of human EPAC1; O95398; Potency, µM (series often up to 115 µM), without a hit: at the top dose activity change, negative = inhibition, most hits filed as inhibitors; 360,000 compounds, 0.14% hits; EPAC1 GEF assay, Rap1b-BODIPY-GDP exchange fluorescence;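 note: potency is the fitted concentration of half-maximal effect; plate controls were vehicle for no effect and positive control for full effect; nearly all actives have a fitted effect of over 50% in size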
HEK293 tox: cytotoxic in the GLP-1 receptor inverse agonist counter-screen; HEK293 cAMP-luciferase reporter cells, luminescence, 24 h; Potency, µM (doses to about 38.3 µM), inactives show top-dose activity change, negative = inhibition, most hits filed as inhibitors; 410,000 compounds, 0.13% hits;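 note: loss of luciferase light is scored as toxicity; potency is the fitted concentration of half-maximal effect; % is set by controls: 0 for no effect and ±100 for the full control effect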
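MLSMR compounds, 24 hr on cells at 37 deg C/5% CO2; luminescence after luciferase reagent (12 min RT). Inhibition counted as the undesired cytotoxic outcome.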
IL-2 act: activators of IL-2; activation, % (series mostly up to about 46 µM); IL-2 activation reporter assay, cell-based qHTS; stimulated with anti-CD3/CD4/CD28 beads; in transgenic mouse T cells; 360,000 compounds, 0.065% hits; in the data active = activation above about 50%; inconclusive = mostly about 30% to 49%; note: 0% is about no effect
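Unstimulated transgenic mouse T cells; 60-min compound exposure; bead-based TCR/CD4/CD28 stimulation; 18 h culture, 37 degrees C; dual fluorescence (EGFP, DsRed) plate cytometry.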
GLP-1R agonist: agonists of human GLP-1 receptor | P43220 | HEK293 GLP-1R CRE-luciferase, luminescence, 4-6 h; cells express a hypersensitive GLP-1R form | Potency, µM (series often up to 45.6 µM), without a hit: at the top dose activation, hits mostly activators | 380,000 compounds, 0.007% hits; note: potency is the fitted concentration of half-maximal effect; % of control where 0% means no effect
Starred values were filed as active, the others as inactive; i = inactive; u = inconclusive; x = not tested or not shown; & = joins results of further samples; [ ] = another dose, or the depositor's remark. Unless noted, calls come from the whole dose curve; as a rule, active = well fitted curve in the direction sought with a large enough effect; inconclusive = small, poorly fitted or top-dose-only effect, or another doubt; inactive = no such curve, though single readings can be large; an effect the other way counts as inactive or inconclusive.

no.	Molecule	GLP-1R inv ag	EPAC1 agonist	EPAC1 antagonist	HEK293 tox	PTHR1 ag	IL-2 act	PI5P4K alpha inh	PLK1 PBD block	GLP-1R agonist
1	COc1ccc([C@H]2CC(=O)C=C(c3cccc(Cl)c3)C2)cc1	u	6%	-3%	20%	i	-1.4	-4	-11%	21%
2	CCOC(=O)CC1C(=O)NCCN1S(=O)(=O)c1cccc(C(F)(F)F)c1 (stereo not given)	12%	5%	5%	-1%	i	-1.5	8	-1%	-9%
3	COc1ccc(N2CCN(C(=O)c3ccc(Br)cc3)CC2)c([N+](=O)[O-])c1	u	2%	-18%	-2%	-20%	3.9	5	-7%	17%
4	COc1ccc(CCNC(=O)c2ccc(CS(=O)Cc3ccc(Cl)cc3)o2)cc1OC (stereo not given)	6%	2%	4%	-6%	-25%	-2.8	4	-1%	4%
5	C=CCn1cc(Cl)cc(C(=O)Nc2ccccc2)c1=O	11%	10%	-6%	-8%	i	0.3	0	-1%	27%
6	COc1cc(N(C)C)c([N+](=O)[O-])cc1C(=O)N1CCOCC1	2%	2%	u	-1%	i	0.4	-6	-2%	3%
7	COc1ccc(-c2cc(C(F)(F)F)nc(SCC(=O)NCCc3ccc(OC)c(OC)c3)n2)cc1	5%	x	x	7%	-18%	x	x	x	-2%
8	CCN1C(=O)[C@H]2[C@@H](c3ccc(OC)cc3)N[C@]3(CCCN(Cc4ccccc4)C3=O)[C@H]2C1=O	15%	0%	2%	9%	-3%	1.1	-5	8%	1%
9	O=C(O)CCn1cnc2ccccc2c1=O	0%	27%	-26%	-3%	i	-0.6	4	-5%	15%
10	Cc1ccc2nc(-c3ccccc3)c(Cc3cccc(F)c3)n2c1	u	6%	-16%	6%	-19%	0.0	-1	2%	14%
11	CC(=O)NCc1ccc(-c2csc(NC(=O)CCc3nc4ccccc4c(=O)[nH]3)n2)s1	4%	2%	-16%	-1%	4%	-0.1	-18	-14%	4%
12	CC1=C(C(=O)Nc2ccc(Br)cc2)C(c2ccco2)NC(=O)N1 (stereo not given)	9%	2%	8%	-22%	i	-1.5	x	-4%	-1%
13	Cc1cc(C)n2nc(NCc3cccc(Br)c3)nc2n1	9%	3%	10%	0%	-6%[57.5 µM]	-2.9	-8	2%	2%
14	O=C(O)C=C(Br)Br	-20%	1%	-5%	-21%	-11%	0.1	-1	-15%	-1%
15	CC(C)(C)n1nnnc1C(c1ccncc1)N1CCN(C2CCCCC2)CC1 (stereo not given)	5%	-7%	9%	2%	-8%[57.5 µM]	-2.3	x	-2%	-6%
16	CC[C@]12c3[nH]c4ccc(OC)cc4c3CCN1C(=O)C(CC(=O)NCCCN(C)C)C[C@@H]2C(=O)N1CCN(C(=O)c2ccco2)CC1 (stereo not given in full)	10%	10%	-8%	3%	-12%	-0.5	-3	-12%	-3%
17	CCOc1cc(N2C(=O)CC3CS(=O)(=O)CC32)c(OCC)cc1NC(=O)c1ccccc1 (stereo not given)	25%	5%	9%	3%	i	0.2	u	3µM*	-5%
18	CCOc1ncccc1C(=O)N1CCN(S(=O)(=O)c2ccc3ccccc3c2)CC1	-12%	-1%	-3%	1%	i	0.1	4	-2%	-4%
19	CC(NC(=O)c1cc(-c2cccs2)on1)c1ccccc1 (stereo not given)	10%	3%	0%	-12%	-16%[57.5 µM]	3.2	x	-6%	4%
20	O=C(NCCSCc1ccc(Cl)cc1Cl)c1ccc(CN2CCOCC2)cc1	10µM*	5%	-8%	2%	-4%[57.5 µM]	-3.4	1	4%	1%
21	O=C(Nc1cccc(S(=O)(=O)NC2=NCCC2)c1)c1ccc(OC(F)F)cc1	-19%	1%	2%	-7%	-11%	0.4	2	-3%	-7%
22	C/C(=N\OC(=O)c1ccc(F)cc1)c1sc(-c2ccccc2)nc1C	2%	1%	5%	2%	-11%	-4.2	0	0%	-3%
23	Cc1occc1-c1nnc(SCC(=O)N2CCc3ccccc32)o1	-13%	-2%	6%	-4%	-1%[57.5 µM]	-3.1	6	-14%	-9%
24	COc1ccc(CN(Cc2cc3cc4c(cc3[nH]c2=O)OCO4)C(=O)NC2CCCCC2)cc1	11%	-1%	-9%	16%	i	1.1	2	-6%	-2%
25	CN1CCN(CC#Cc2ccccc2)CC1CCO (stereo not given)	-3%	7%	4%	4%	-4%	-0.3	5	-5%	-9%
26	Cc1cccc(NC(=O)Cn2nnc3sc4c(c3c2=O)CC(C)(C)OC4)c1	u	6%	7%	-1%	i	-0.3	1	-8%	4%
27	Cc1ccn2c(=O)nc(SCC(=O)Nc3cc(C)on3)nc2c1	62%[activator]	1%	1%	-13%	i	-2.8	0	-9%	12%
28	O=C1CC(N2CCOCC2)C(=O)N1c1ccc(Cl)cc1 (stereo not given)	26%	-8%	-17%	1%	i	-0.5	1	-10%	2%
29	COc1ccc(-n2c(Cc3cccn3C)nnc2SCC(=O)NC2CCCCC2)cc1	-29%	12%	-9%	4%	7%	-3.0	3	3%	0%
30	Cc1ccc(N2CC(O)=C(c3ccccc3)C2=N)cc1	-5%	7%	9%	-2%	i	1.4	5	-1%	3%
31	Cc1[nH]nc(-c2ccc(O)cc2O)c1Oc1ccccc1	u	16%	-11%	0%	-28%[57.5 µM]	-0.3	x	1%	7%
32	Cc1cc(C)c(NC(=O)COC(=O)c2ccncc2)c(C)c1	17%	11%	-17%	7%	0%	-0.3	-1	0%	0%
33	CN(Cc1nccs1)C(=O)c1cc(COc2cccc3cnccc23)on1	-3%	-2%	9%	-22%	-93%[inhibitor]	-0.3	-8	0%	6%
34	O=C(CSc1nnc(Cn2c(=O)sc3ccccc32)n1CCc1ccccc1)N1CCOCC1	3%	9%	-9%	-18%	-5%[57.5 µM]	0.5	x	-4%	6%
35	CCn1c(CSc2nc3ccccc3s2)nnc1SCC(=O)NCC(=O)OC	2%	3%	-3%	4%	-3%[57.5 µM]	-1.2	x	-1%	-2%
36	CCOC(=O)C1CCCN(c2c(Nc3ccc(C)c(C)c3)c(=O)c2=O)C1 (stereo not given)	-2%	1%	-4%	-2%	i	-1.4	1	0%	3%
37	Cn1cc(CN(C(=O)Nc2ccc(Cl)c(Cl)c2)C2CCCCC2)c2ccccc21	20%	x	x	2%	6%	x	x	x	-1%
38	Cc1sc(NC(=O)CSc2nnc3scc(-c4ccccc4)n23)c(C#N)c1C	1%	-1%	1%	8%	-6%[57.5 µM]	-0.4	x	-11%	-9%
39	O=S(=O)(c1ccccc1F)N1CCN(CCOc2ccccc2)CC1	-25%	13%	-22%	-7%	-34%[inhibitor]	0.5	3	-11%	7%
40	CCCCCCCC1=NN(c2ccc(S(=O)(=O)O)cc2)C(=O)C1N=O (stereo not given)	-2%	6%	-30%	-20%	-14%	1.9	u	-27%	-2%
41	CC1=C(C(=O)Nc2ccccc2)C(c2cccs2)C(C#N)=C(SCC#N)N1 (stereo not given)	-2%	-1%	7%	-4%	-7%	0.3	u	u	-7%
42	CNC(=O)NC(=O)COC(=O)/C=C/c1cccc(Br)c1	11%	-6%	-7%	5%	-9%	-0.1	1	5%	-2%
43	S=C(Nc1ccccc1Cl)NC1CCN(Cc2ccccc2)CC1	u	-8%	-24%	-13%	i	-0.5	-10	-16%	-20%
44	Cc1nnc(NC(=O)NCN2C(=O)C3C4C=CC(C4)C3C2=O)s1 (stereo not given)	9%	0%	0%	0%	-25%[57.5 µM]	0.1	1	0%	3%
45	Cc1oc2c(c(C)cc3oc(=O)c(CC(=O)N[C@@H](CCCNC(N)=O)C(=O)O)c(C)c32)c1C	9%	-6%	-16%	-9%	i	-0.7	1	-7%	3%
46	O=C(O)CC1Sc2ccccc2NC1=O (stereo not given)	1%	-3%	9%	0%	i	0.9	-7	-24%	1%
47	O=C(COC(=O)c1ccc[nH]c1=O)NC1CCCc2ccccc21 (stereo not given)	15%	2%	-5%	-1%	-13%	0.7	4	4%	3%
48	Cc1cc(Sc2nc(NC(C)(C)C)nc(N3CCOCC3)n2)nc(Cl)n1	53%[activator]	1%	-1%	10%	i	3.1	3	-18%	8%
49	Brc1ccc(Oc2nnnn2-c2ccccc2)cc1	-29%	-7%	0%	15%	-51%[inhibitor]	-4.0	3	-12%	10%
50	Cc1ccc(Nc2nc(NCc3ccco3)c3ccccc3n2)cc1	2.5µM*	-2%	u	u	-32%[inhibitor]	-5.1	x	4%	4%

(more compounds)
no.	Molecule	GLP-1R inv ag	EPAC1 agonist	EPAC1 antagonist	HEK293 tox	PTHR1 ag	IL-2 act	PI5P4K alpha inh	PLK1 PBD block	GLP-1R agonist
51	O=C(NCc1cccnc1)c1cccc(F)c1	1%	-7%	11%	1%	0%[57.5 µM]	0.6	0	-4%	4%
52	CCOC(=O)Cc1csc(NC(=O)c2ccoc2C)n1	0%	-13%	19%	5%	i	-1.6	x	-9%	-4%
53	CCOc1ccc(NC(=O)CN(C)C(=O)c2c(-c3ccccc3)noc2C)cc1OCC	7%	18%	-2%	7%	i	1.7	12	-5%	6%
54	Cc1c([N+](=O)[O-])c(C(=O)Sc2ccc(Br)cc2)nn1C	12%	14%	-11%	20%	i	-0.1	9	u	6%
55	CCN(CC)C(=O)C1=C(C)N(Cc2ccc(OC)cc2)C(=O)C(CC(=O)NC2CCCC2)C1 (stereo not given)	16%	-9%	-14%	2%	-37%[inhibitor]	1.3	-3	4%	-6%
56	N#Cc1ccsc1NC(=O)c1cccc(-n2cnnn2)c1	-4%	-4%	7%	-1%	-26%	-0.9	u	5%	-1%
57	CC(=O)Nc1cccc(C(=O)OCC(=O)NCc2cc(C)c(O)c(C)c2)c1	27%	-1%	-8%	1%	-7%	2.2	3	-4%	4%
58	CC(=O)N1CCCc2cc(S(=O)(=O)N3CCCC(C(=O)Nc4ccc(C)cc4C)C3)ccc21 (stereo not given)	6%&4%	17%	20%	-5%&0%	-8%&8%	-3.5	8	-7%	-5%

Only part of the results is shown. The share of hits here may be higher or lower than overall.
